KCNH2 3.1 inh = blocks the human KCNH2 3.1 channel isoform; U2OS KCNH2 3.1, thallium flux FluxOr; hits give low values; activity change, % (tested at about 1.8 µM); actives 0.95% (n = 340,000);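 active = maximum activity change below -70%; inconclusive = maximum activity change from -70% to -50%; inactive = maximum activity change above -50%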;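 note: thallium influx rate constant from kinetic fluorescence after stimulation buffer; % is set by controls: 0 for no effect and ±100 for the full control effect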
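FluxOr-based Tl+ influx in U2OS cells transduced with KCNH2 3.1 virus; rate constants normalized to DMSO controls.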
A-T KAP1 phos = potential ataxia-telangiectasia treatment | […] A-T fibroblasts, KAP-1 phosphorylation AlphaLISA; neocarzinostatin DNA damage 30 min before lysis | Potency, µM (top dose mostly 57.5 µM), for inactives: at the top dose activation, hits mostly activators | actives 0.19% (n = 320,000) | AID 485349; note: potency is the fitted concentration of half-maximal effect; % of control where 0% means no effect; nearly all actives have a fitted effect of over 45% in size
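ATM-like activity read as KAP-1 phosphorylation via AlphaLISA donor/acceptor antibody pairs after lysis and 6 hr at 25C. Cells were ATM-null patient fibroblasts ([…], hTERT), dosed 60 min, then exposed to the DSB inducer NCS for 30 min.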
USP2a inh = blocks human ubiquitin-specific protease USP2a; USP2 core, Ub-CHOP2 coupled fluorogenic reporter, 485/531; actives 0.01% (n = 330,000); Potency, µM (highest dose often 38.3 µM), for the others: at the highest dose activity change, negative = inhibition, usual class: inhibitors;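 note: potency is the fitted concentration of half-maximal effect; plate controls were DMSO wells for no effect and full inhibition by NEM control for full effect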
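USP2 core (10nM final) preincubated 30min RT with compound in 20mM Tris-HCl pH 8.0, 2mM CaCl2, 2mM beta-mercaptoethanol, 0.05% CHAPS; 25nM Ub-CHOP2 plus 25nM reporter substrate added, fluorescence (Ex485/Em531) read after 60min.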
ELG1 repair inh = blocks ELG1-dependent DNA repair in HEK293T cells | HEK293T ELG1-luciferase reporter, luminescence, 16 h; DNA damage induced by 5-fluorouridine | Potency, µM (top dose mostly 46.1 µM), for inactives: at the highest dose activity change, negative = inhibition, usual class: inhibitors | actives 2.3% (n = 330,000); note: potency is the fitted concentration of half-maximal effect; % is set by controls: 0 for no effect and ±100 for the full control effect; nearly all actives have a fitted effect of over 55% in size
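Quantitative HTS, concentration-response format. 2,000 cells/well co-treated with 5-fluorouridine and compound, 16 hr in 5% CO2 at 37 °C; ONE-Glo luminescence read after 30 min.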
Eya2 phos inh = blocks the phosphatase activity of human Eya2 | O00167 | recombinant Eya2, OMFP fluorescence dephosphorylation (OMFP is methylfluorescein phosphate) | Potency, µM (series often up to 76.9 µM), for the others: top-dose activity, negative = inhibition, usual class: inhibitors | actives 0.006% (n = 330,000) | AID 488837; note: potency is the fitted concentration of half-maximal effect; % is set by controls: 0 for no effect and ±100 for the full control effect
Target sequence (O00167 whole entry, looked up): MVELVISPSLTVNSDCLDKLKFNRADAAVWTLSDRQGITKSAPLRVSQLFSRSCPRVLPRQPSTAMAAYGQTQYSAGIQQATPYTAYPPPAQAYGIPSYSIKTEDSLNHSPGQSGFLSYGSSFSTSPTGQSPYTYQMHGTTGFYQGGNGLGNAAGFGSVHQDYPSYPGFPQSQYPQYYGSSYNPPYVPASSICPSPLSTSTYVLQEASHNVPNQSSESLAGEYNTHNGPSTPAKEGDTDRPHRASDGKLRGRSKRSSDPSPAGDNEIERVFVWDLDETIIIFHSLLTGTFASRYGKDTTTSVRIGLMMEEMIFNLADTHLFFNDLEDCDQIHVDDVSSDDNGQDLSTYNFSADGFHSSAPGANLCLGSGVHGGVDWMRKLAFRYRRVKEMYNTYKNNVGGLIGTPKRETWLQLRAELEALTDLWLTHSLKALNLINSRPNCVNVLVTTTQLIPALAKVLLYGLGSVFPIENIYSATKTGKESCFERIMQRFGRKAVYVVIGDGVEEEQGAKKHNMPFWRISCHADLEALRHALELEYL
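Eya2 protein (added as 0.2 uM solution) was preincubated with compound for 10 min at ambient temperature in 50 mM HEPES pH 7.5, 50 mM NaCl, 5 uM MgCl2, 0.05% BSA, 1 mM DTT. OMFP (added at 50 uM) then reacted 10 min; fluorescence read at 485/525 nm.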
TSHR antagonist = blocks TSH signaling through the human TSH receptor; activity change, negative = inhibition, % at 11.5 µM; AID 504810; actives 0.2% (n = 330,000); P16473; TSHR-expressing cells, TSH-stimulated cAMP HTRF, 2 h; hits give low values;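 active = activity change below a set negative limit, meaning inhibition stronger than a set level, cut at about -70% in these data; inconclusive = activity change between two set negative limits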; note: % is set by controls: 0 for no effect and ±100 for the full control effect
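Read-out is FRET at 665 nm (cryptate excitation 337 nm) from a cryptate-tagged anti-cAMP antibody, competed by cell cAMP against cAMP-d2. Compounds are tested on freshly harvested TSHR cells challenged with 4nM TSH (EC80) for 2 hours at 37 deg C.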
Mito fusion yeast = mitochondrial division inhibition or fusion activation; S. cerevisiae fusion-defective mutant growth rescue, CellTiterGlo 48 h; Potency, µM (titrated, usually from 46.1 µM), inactives show at the highest dose growth rescue (activation), usual class: activators; actives 0.23% (n = 320,000); AID 485298;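 note: potency is the fitted concentration of half-maximal effect; % of control where 0% means no effect; nearly all actives have a fitted effect of over 45% in size; temperature-sensitive fusion mutants such as fzo1-1 at 37 °C on non-fermentable ethanol glycerol medium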
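Compounds are tested for their ability to restore growth of mitochondrial fusion-defective yeast strains at non-permissive 37C in YPEG medium over 48 hours. Viability is quantified by luciferase luminescence.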
TRPV1 ag = agonists of human vanilloid receptor 1 (TRPV1). Q8NER1. TRPV1-expressing cells, Fluo-8 calcium influx, agonist mode. activation, % at 8.33 µM. actives 0.19% (n = 320,000). AID 540275; in the data active = activation above about 80%; inconclusive = between about 30% and that limit; note: 0% is about no effect
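Fluo-8 calcium influx in TRPV1-expressing cells, kinetic read (ex 480/em 520 nm). Compound added and read 3 min for agonist activity, followed by capsaicin at EC20 final and 2 min further read for enhancement.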
hERG WT inh = blocks the wildtype human KCNH2 potassium channel | actives 0.37% (n = 340,000) | Q12809 | activity change, % at 1.84 µM | AID 720551 | U2OS, BacMam KCNH2, thallium flux FluxOr; hits give low values;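 active = maximum activity change below -70%; inconclusive = maximum activity change between -70% and -50%; inactive = maximum activity change above -50%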; note: % is set by controls: 0 for no effect and ±100 for the full control effect
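U2OS cells transduced with wild-type KCNH2 virus are loaded with FluxOr dye for 45 min, and thallium flux is measured in kinetic reads before and after stimulation buffer. Rate constants are normalized to DMSO controls.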
TCR act = activators of T cell receptors | primary human leukocytes, anti-CD3, IL-2 HTRF, 48 h | Potency, µM (doses to about 9.22 µM), without a hit: at the highest dose activation of IL-2 secretion, most hits filed as activators | 330,000 tested, under 10 active | AID 504894; note: % of control where 0% means no effect
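HTRF read-out of IL-2 secretion: europium cryptate donor excited at 320nm, d2 acceptor emission at 665nm. Cells were primary human leukocytes incubated 48 hr with compounds and a-CD3 beads, supplying TCR signal only.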
The depositor's hits bear a star; u = inconclusive; x = no result given; [ ] = another dose, or the depositor's remark. Unless noted, calls come from the whole dose curve; as a rule, active = well fitted curve in the direction sought with a large enough effect; inconclusive = small, poorly fitted or top-dose-only effect, or another doubt; inactive = no such curve, though single readings can be large; an effect the other way counts as inactive or inconclusive.

SMILES	KCNH2 3.1 inh	A-T KAP1 phos	USP2a inh	ELG1 repair inh	Eya2 phos inh	TSHR antagonist	Mito fusion yeast	TRPV1 ag	hERG WT inh	TCR act
O=C(NCc1ccc2c(c1)OCO2)c1ccc2c(c1)C(=O)N(Cc1cccnc1)C2=O	-7	2%	-1%	0%	7%	-8	1%	1	1	-4%
CC(=C/c1ccccc1)/C=C1/SC(N2CCOCC2)=NC1=O	1	0%	2%	u	-4%	-16	4%	u	13	4%
COc1ccc(NC(=O)CCNC(=O)c2ccco2)cc1Cl	-15	8%	2%	7%	-8%	-2	-4%	0	-1	4%
COC(=O)[C@@]12CCCN1[C@H](c1ccc(-c3ccc4c(c3)OCO4)c(OC)c1)[C@H]1C(=O)N(C)C(=O)[C@H]12	x	5%	-6%	-1%	-29%	37	-4%	-6	x	-114%
CC1=C(C(=O)OCCCBr)C(c2ccc3c(c2)OCO3)NC(=O)N1 (stereo not drawn)	-11	27%	1%	u	6%	-5	1%	0	-1	-4%
COc1ccc(S(=O)(=O)N2CCCC2)cc1NC(=O)c1ccccc1	-2	0%	0%	10%	-6%	-6	2%	6	1	-2%
CS(=O)(=O)N1N=C(c2cccs2)CC1c1ccc(F)cc1 (stereo not drawn)	29	4%	-1%	0%	1%	28	-5%	-4	-5	0%
COc1ccc(C(=O)Nc2cccc(S(=O)(=O)N(C)C)c2)cc1S(=O)(=O)N1CCOCC1	-3	8%	-1%	-19%	4%	0	x	x	2	7%
COc1ccc(CCNC(=O)c2cc3c(=O)n4ccccc4nc3n(CC3CCCO3)c2=N)cc1OC (stereo not drawn)	-24	-10%	-1%	u	-15%	6	3%	7	-13	1%
COc1cccc([C@@H]2CC=C(C(=O)O)[C@H](c3ccccc3F)N2S(=O)(=O)c2ccc(C)cc2)c1	6	27%	1%	3%	1%	13	3%	-1	-4	-3%
Cc1ccc(-c2onc3ccc(C=O)cc23)cc1	-9	x	2%	u	20%	-16	4%	24	-10	-7%
Cn1c(C(O)c2ccccc2F)nc(Cl)c1Cl (stereo not drawn)	16	4%	4%	-2%	3%	10	3%	-1	-17	-4%
Cc1ccccc1NC(=O)NCCCCc1ccccc1	-5	14%	-1%	23%	1%	10	3%	u	7	-12%
CCCCCCOc1ccc(N2C(=O)CC(NCc3ccc(S(N)(=O)=O)cc3)C2=O)cc1 (stereo not drawn)	-11	-1%	-1%	-14%	7%	-9	-1%	1	4	-5%
O=C1/C(=C/c2cccs2)CCC/C1=C\c1cccs1	-19	0%	0%	u	0%	-17	2%	3	-24	x
COc1ccc(NC(=O)CN2C(=O)NC(C)(c3ccccc3)C2=O)cc1Cl (stereo not drawn)	-4	-1%	1%	4%	11%	18	-1%	14	31	4%
CC(C)(C)c1ccc(C(=O)Nc2nonc2-c2nc3ccccc3[nH]2)cc1	0	13%	0%	3%	10%	-1	0%	-4	-10	11%
Cc1ccc(S(=O)(=O)N(CC(=O)NN=C2CCN(C)CC2)c2ccc(F)cc2)cc1	-17	3%	0%	1%	-1%	-6	5%	8	3	-1%
Cc1ccc(NC2=Nc3ccccc3CC2)cc1	1	-2%	4%	u	-15%	9	0%	0	9	-2%
COc1cc2[nH]c(=O)c(C(=O)NCc3ccc(F)cc3)c(O)c2cc1OC	10	-4%	1%	0%	10%	5	2%	-5	-18	9%
Cc1ccc(C)c(OCC(O)CN2CCC(Cc3ccccc3)CC2)c1 (stereo not drawn)	u	-10%	2%	-14%	-2%	-7	19%	15	-8	0%
O=C(COc1ccccc1)NCC(c1ccco1)N1CCN(c2ccc(F)cc2)CC1 (stereo not drawn)	-13	4%	-7%	u	-21%	-8	15%	-4	3	2%
CC(C)CC1NC(=O)c2cc(Cl)ccc2-n2c1nc1ccc(F)cc1c2=O (stereo not drawn)	x	-2%	4%	8%	4%	-2	x	x	x	x
CCCCn1c(N)c(N(CC)C(=O)C2CCCC2)c(=O)[nH]c1=O	2	-6%	1%	12%	19%	-2	0%	0	-20	x
CC(C)C(C(=O)Nc1nccs1)N1C(=O)c2ccccc2C1=O (stereo not drawn)	-4	-1%	0%	-2%	3%	-10	0%	1	-3	-16%
Cc1cc(C)n(-c2c(F)c(F)c(CN3CCCCC3)c(F)c2F)n1	-7	-10%	3%	1%	7%	-5	4%	7	-9	-5%
CC(=O)Nc1ccccc1OCC(=O)c1cc(C)n(Cc2cccs2)c1C	-6	-6%	-1%	u	-27%	-42	9%	1	-4	x
CCOC(=O)CCCCC(=O)c1[nH]c(=O)[nH]c1CSc1nnc2c3ccccc3n(C(C)C)c2n1	7	0%	-7%	-7%	5%	27	5%	2	1	-5%[46.1 µM]
O=[N+]([O-])c1cc(/C=N/Nc2nc(N3CCOCC3)nc(N3CCOCC3)n2)ccc1Cl	-13	0%	1%	10%	-4%	6	-2%	4	3	1%[46.1 µM]
CC1(C)CC2CC(C)(CN2C(=O)c2cc(-c3ccc(F)cc3)on2)C1 (stereo not drawn)	-25	6%	2%	-26%	1%	-6	23%	14	0	5%
O=C(CCN1C(=O)/C(=C/c2ccc(F)cc2)SC1=S)NNC(=O)c1cccnc1	11	1%	0%	0%	3%	2	0%	0	-1	-2%[46.1 µM]
Cc1ccc(S(=O)(=O)NCCC(=O)NCCOc2ccccc2)cc1	4	-10%	-2%	1%	14%	3	-17%	-6	6	6%
CCc1cc(=O)oc2cc(C)cc(OCC(=O)NC3CC3)c12	8	-6%	2%	0%	-2%	-1	3%	-3	6	-51%
Cc1ccsc1/C=N/n1c(-c2ccncc2)n[nH]c1=S	5	-1%	0%	-17%	3%	1	8%	-2	-16	10%[46.1 µM]
Cc1cc(C)cc(N(C(C)C(=O)Nc2c(C)n(C)n(-c3ccccc3)c2=O)S(C)(=O)=O)c1 (stereo not drawn)	-2	-8%	4%	0%	-4%	5	-8%	-3	12	-2%
CCCCC(CC)CNC(=O)C1CCCN(S(=O)(=O)c2cnc[nH]2)C1 (stereo not drawn)	2	1%	-4%	1%	-18%	2	-3%	8	-8	-3%
O=C(Cn1nc(C(F)(F)F)c2c1CCC2)NCc1ccc(Cl)cc1	16	8%	-2%	-3%	0%	-2	7%	0	-13	7%[46.1 µM]
CCOc1ccc2nc(SCc3ccc(C(=O)OC)o3)[nH]c2c1	23	-1%	1%	-9%	-23%	4	7%	9	2	7%
O=[N+]([O-])c1cccc(N(CC(O)CN2CCCC2)S(=O)(=O)c2ccccc2)c1 (stereo not drawn)	-19	-1%	0%	12%	2%	1	-3%	-3	33	-4%
O=C(COc1ccc(Br)cc1)Nc1ccc(-c2nnc(-c3ccco3)o2)cc1	-31	-4%	0%	u	-1%	10	-6%	1	-9	2%

2 entries from above, as comma-separated lines:
compound,KCNH2 3.1 inh,A-T KAP1 phos,USP2a inh,ELG1 repair inh,Eya2 phos inh,TSHR antagonist,Mito fusion yeast,TRPV1 ag,hERG WT inh,TCR act
O=C(COc1ccc(Br)cc1)Nc1ccc(-c2nnc(-c3ccco3)o2)cc1,-31,-4%,0%,u,-1%,10,-6%,1,-9,2%
CC(C)CC1NC(=O)c2cc(Cl)ccc2-n2c1nc1ccc(F)cc1c2=O (stereo not drawn),x,-2%,4%,8%,4%,-2,x,x,x,x

The list continues:
SMILES	KCNH2 3.1 inh	A-T KAP1 phos	USP2a inh	ELG1 repair inh	Eya2 phos inh	TSHR antagonist	Mito fusion yeast	TRPV1 ag	hERG WT inh	TCR act
OCC1(Cc2ccc(F)cc2)CCCN(CCCC(F)(F)F)C1 (stereo not drawn)	0	1%	1%	3%	-2%	14	-6%	20	-7	-7%
CCCCNC(=O)c1cn(CC)c2cc(N3CCN(C)CC3)c(F)cc2c1=O	-1	5%	0%	-15%	1%	16	-2%	4	-5	-4%
O=C(COC(=O)COc1ccc(Br)cc1)NCC1CCCO1 (stereo not drawn)	0	12%	2%	-3%	-14%	-5	x	x	-2	-2%[46.1 µM]
CCn1c(C)nc2cc(C(=O)NNC(=S)Nc3ccccc3)ccc21	1	1%	0%	u	1%	-8	5%	1	-12	9%
COc1ccccc1-c1sc2cc3c(cc2c1C#CC1(O)CCCCC1)OCO3	44	7%	-5%	u	5%	-17	u	3	7	7%
O=C1[C@H]2[C@@H](c3ccc(Cl)cc3)N3C(=O)N(c4cccc(Cl)c4)C(=O)[C@@]3(Cc3ccc(Cl)cc3)[C@H]2C(=O)N1C1CCCCC1	-5	11%	1%	12%	21%	-3	15%	-5	-9	2%
N#CNC(N)=Nc1cccc(Cl)c1	-5	0%	-1%	2%	14%	-1	-1%	-1	-28	x
COc1ccccc1NC(=O)CCc1c(C)nc2c(-c3ccc(F)cc3)c(C)nn2c1C	-2	3%	0%	u	-5%	-2	0%	29	-5	-4%
Cc1cc(NC(=O)CSc2nc(-c3ccc(Cl)cc3)cs2)no1	5	x	1%	1%	2%	-15	-1%	-1	10	-2%[46.1 µM]
CC(Cc1ccc(Cl)cc1)N1CCC(n2nccc2NC(=O)C2CCCC2)CC1 (stereo not drawn)	-101*	-10%	-3%	-26%	-3%	3	-3%	0	-21	3%

Screening data as filed in PubChem BioAssay.

Only part of the results is shown (hit frequency here may not be typical).
